# Compound activity as filed in PubChem.
# Epigenetic derep – derepresses silenced GFP reporter in murine cells; murine LDR cells, GFP reporter derepression, 30 h; Potency, µM (series often up to 53.9 µM), for the others: at the highest dose GFP activation, actives largely listed as activators; 280,000 compounds, 0.2% hits; AID 1865; active means well fitted activation curve with a large enough effect; inconclusive means small, poorly fitted or top-dose-only effect; further: % of control where 0% means no effect; nearly all actives have a fitted effect of over 60% in size
#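 Readout is the number of GFP-expressing murine LDR cells, counted by cytometry following washing. Cells were treated with compound for 30 h at 37 C; the stably integrated CMV-GFP locus is normally silent.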
# * = called active by the depositor; ? = inconclusive. Potency means the concentration at half of the fitted maximal effect.
SMILES,Epigenetic derep
COc1ccc(-c2cc(C(=O)Nc3cc(C(F)(F)F)ccc3Cl)no2)cc1,-0.1%
Cc1cccc(CN2C(=O)c3ccccc3S(=O)(=O)c3ccc(C(=O)N4CCN(c5cc(C)ccc5C)CC4)cc32)c1,2.2%
O=c1cc(-c2ccccc2)nc2cc(-c3ccc(F)cc3)[nH]n12,0.2%
CCOc1ccccc1NC(=O)CSc1cc(=O)n(CC)c2ccccc12,-1.1%
COc1ccc(-c2onc(C)c2C)cc1S(=O)(=O)Nc1cccc(C#N)c1,4.6%
COc1ccc(CNC(=O)CCS(=O)(=O)c2cc3c4c(c2)CCN4C(=O)CC3)cc1,-2.6%
CC1=Nc2cc(C(=O)NCCc3ccc(Cl)cc3)ccc2Sc2ccc(C)cc21,1.2%
Cc1ccc(C)c(Cn2cc(S(=O)(=O)c3ccc(Cl)cc3)c(=O)c3cc(F)ccc32)c1,-3.1%
CCOC(=O)Cc1ccc(NC(=O)n2ncc3cc(Cl)ccc32)cc1,-0.6%
CCc1ccc(NC(=O)c2cnn(-c3ccccc3)c2-n2cccc2)cc1,-4.4%
Cc1ccc(Cl)cc1N1CCN(Cc2nnc(-c3ccc4c(c3)OCO4)o2)CC1,-0.7%
CCOC(=O)c1ccc(NC(=O)c2ccc3c(c2)CCN3S(=O)(=O)c2ccc(Cl)cc2)cc1,14%
COc1ccc(Cl)cc1NC(=O)CSc1cn(CC(=O)N2CCCCC2)c2ccccc12,3.5%
Cc1ccc(NC(=O)CC2Sc3ccccc3NC2=O)c(C)c1 (stereo not given),2.4%
COc1ccc(N2CCN(C(=O)c3cccn3-c3nnc(N4CCCC4)s3)CC2)cc1,6.1%
Cc1ccc2c(c1)-c1c(cnc3cc(-c4ccc(Cl)cc4)nn13)CO2,0.0%
CCOc1ccc(-n2c(=O)c3c(C)c(C)sc3n(CC(=O)c3ccccc3)c2=O)cc1,2.5%
Cc1ccc(CN2CCSc3ccc(C(=O)N4CCN(c5cc(C)ccc5C)CC4)cc32)cc1,-4.3%
CCOC(=O)C1CCN(c2nc3c(S(=O)(=O)c4ccccc4)nnn3c3ccc(Cl)cc23)CC1,1.4%
Cc1cccc(NC(=O)c2c(N)sc3c2CCC(C)C3)c1 (stereo not given),5.9%
CCc1cccc(C)c1NC(=O)Cn1nc(C)n2cccc2c1=O,-2.7%
CCc1cccc(CC)c1N(COC)C(=O)Cn1c(C)nc2ccccc21,-1.6%
Cc1ccc(S(=O)(=O)c2nnn3c2nc(NC2CCCCCC2)c2sccc23)cc1C,7.8%
Cc1ccccc1Cn1c(CN2CCCC(C)C2)nc2c1c(=O)n(C)c(=O)n2C (stereo not given),-1.7%
CCCCOC(=O)c1ccc(NC(=O)c2ccc3c(c2)CCCN3S(C)(=O)=O)cc1,-5.3%
CCOC(=O)c1cc2c(=O)n3ccccc3nc2n(C)c1=NC(=O)c1c(-c2c(F)cccc2Cl)noc1C,0.9%
CCCOc1ccc(C(=O)Nc2c(C(=O)c3ccc(C)cc3)oc3ccccc23)cc1,0.1%
CC(=O)Nc1ccc(NC(=O)c2ccc3c(c2)CCN3S(=O)(=O)c2ccc(Cl)cc2)cc1,4.6%
COc1cccc(-n2nnc(-c3nc(-c4ccccc4F)no3)c2C)c1,-2.0%
Cc1cc2oc3c(c(=O)c2cc1C)C1(C(=O)N(C)c2ccccc21)N(CCO)C3=O (stereo not given),-1.9%
Cc1nnc(SCc2ccccc2Cl)c2cc3sccc3n12,15%
CCOc1ccccc1NC(=O)Cn1c(=O)n(-c2ccc(C)c(C)c2)c(=O)c2oc3ccccc3c21,?
Cc1ccc(C(=O)Nc2c(-c3ccccc3)nc3ccccn23)cc1C,-0.9%
Cc1cccc(NC(=O)c2ccc3[nH]c(C)cc(=O)c3c2)c1,-1.9%
CCCSc1ncc(Cl)c(C(=O)Nc2ccc(S(=O)(=O)N(C)c3ccccc3)cc2)n1,-1.9%
O=C(Cn1c(=O)n(CC2CCCO2)c(=O)c2ccccc21)Nc1cccc(Cl)c1 (stereo not given),0.0%
CCCOc1ccc(CNC(=O)C(C)n2nc(C)n3c(cc4occc43)c2=O)cc1 (stereo not given),0.8%
CCc1nc2ccccc2n1CCCCOc1ccccc1C,-1.1%
Cc1cccc(-n2nnc(-c3nc(-c4cccs4)no3)c2N)c1C,2.1%
Cc1ccc(CNC(=O)CCCCCn2c(=O)c3sccc3n(CC(=O)N(C)c3ccccc3)c2=O)cc1,-0.9%
CCN(C(=O)c1cc2c(s1)-c1ccccc1OC2)c1cccc(C(F)(F)F)c1,2.2%
CC(=O)N1CCc2cc(S(=O)(=O)NC(Cc3ccccc3)C(=O)Nc3cc(C)ccc3C)ccc21 (stereo not given),?
COc1ccccc1NC(=O)CCS(=O)(=O)c1ccc2nc(C)sc2c1,4.1%
O=C(NCc1ccccc1)c1cc(-c2cccc(Cl)c2)on1,-0.9%
CCOc1ccc2nc(N3CCCC(C(=O)Nc4cccc(Cl)c4C)C3)sc2c1 (stereo not given),0.0%
CCOc1ccccc1CNc1nc2nc(C)c(CC(=O)OC)c(=O)n2[nH]1,3.8%
Cc1oc2c(cc(NS(=O)(=O)c3ccc(Br)cc3)c3ccccc32)c1C(=O)OCc1ccccc1,9.5%
COC(=O)c1ccc(NS(=O)(=O)c2ccc3c(c2)n(C)c(=O)c(=O)n3C)cc1,-0.1%
COc1ccc(N2CCN(C(=O)CCc3c(C)nc4c(-c5ccccc5)c(C)nn4c3C)CC2)cc1,-1.1%
COc1cc2c(cc1NC(=O)COc1ccc(Cl)cc1)oc1ccccc12,2.0%

# Next records.
SMILES,Epigenetic derep
CC(=O)Nc1ccc2nc3c(=O)[nH]c(=O)[nH]c3nc2c1,-0.9%
COc1ccccc1CNC(=O)c1cc2cccc3c2n1CCS3,?
COCCCNC(=O)C1CCN(c2cc(C)nc3c(-c4ccc(Cl)cc4)c(C)nn23)CC1,-1.1%
CCc1nn2c(=O)cc(COc3ccc(/C=C(\C#N)C(=O)Nc4ccc(F)cc4)cc3OC)nc2s1,-3.0%
CCc1ccccc1NC(=O)Cn1nnc(C(=O)OC)c1C(=O)OC,0.0%
CN(C)c1ccc(-c2nc(-c3ccncc3)no2)cc1[N+](=O)[O-],-1.8%
O=C(c1cc(-c2ccc(O)cc2)on1)N1CCN(c2ccccc2)CC1,-0.9%
O=C(Nc1c(C(=O)c2ccccc2)oc2ccccc12)c1ccc(F)cc1,-1.0%
CCOc1ccc(-n2c(=O)c3c4c(sc3n(CC(=O)Nc3cccc(C(F)(F)F)c3)c2=O)CCCCC4)cc1,-1.8%
Cc1c(C)n(Cc2ccc(F)cc2)c2ccc(C(=O)NCc3ccco3)cc12,2.1%
COc1ccc(C2c3cc(OC)c(OC)cc3CC(=O)N2c2cccc(C#N)c2)cc1 (stereo not given),-1.9%
COc1ccc(-c2noc(CSc3nnc(-c4ccncc4)n3-c3cccc(C)c3)n2)cc1OC,-1.9%
CCCN1C(=O)C(NC(=O)c2ccccc2OC)(C(F)(F)F)C(C(=O)OC)=C1C (stereo not given),-1.1%
CCn1cc(C(=O)N2CCN(c3ccc(F)cc3)CC2)c(=O)c2cc(S(=O)(=O)N3CCOCC3)ccc21,-3.7%
CCOc1ccc(NC(=O)CSc2ncc3c(n2)-c2ccccc2N(C)S3(=O)=O)cc1,-2.1%
CCOC(=O)c1cc2c(=O)n3ccccc3nc2n(Cc2ccco2)c1=NC(=O)c1ccc(C(C)(C)C)cc1,13%
O=C(Nc1ccccc1F)c1ccc(Cn2nc(N3CCN(c4ccccc4)CC3)ccc2=O)o1,0.7%
CCc1cccc(C)c1NC(=O)c1cc2ccccc2o1,-0.8%
Cc1c(CNC(C)c2ccccc2)c(C(=O)O)c(C)n1Cc1c(F)cccc1Cl (stereo not given),1.0%
CCc1nc(-c2cc(S(=O)(=O)N3CCN(c4ccccc4F)CC3)ccc2OC)no1,3.8%
COc1ccc(C(=O)c2sc3nc(-c4ccc(C)cc4)cc(C(F)(F)F)c3c2N)cc1,1µM*
Cc1ccc2nc(-c3cc(NC(=O)/C=C/c4ccccc4)ccc3Cl)oc2c1,-0.8%
Cc1ccc2c(CN3CCN(C(=O)c4ccc(F)cc4)CC3)cc(=O)oc2c1,1.5%
COc1c(Cl)cc(C(=O)Nc2cc(-c3nc4ccccc4[nH]3)ccc2C)cc1Cl,-0.8%
CSc1nc2sc3c(c2c(=O)n1-c1ccc(C)cc1)CCCC3,-1.6%
Cc1ccc(-c2csc(=Nc3ccc(F)cc3)n2Cc2ccc3c(c2)OCO3)cc1C,-1.1%
COc1nnc(-c2ccc(N3CCCCC3)c(NC(=O)c3ccc(Cl)cc3)c2)c2ccccc12,-1.0%
Cc1ccccc1Nc1c(-c2ccc(Br)o2)nc2ccc(Cl)cn12,2.4%
Cc1cccc(OC(C)C(=O)Nc2nonc2-c2ccc(Br)cc2)c1C (stereo not given),1.6%
COc1ccc(CNC(=O)C2CCCN(S(=O)(=O)N(C)c3ccc(F)cc3)C2)cc1OC (stereo not given),-1.3%
O=C(CCCn1c(=O)c2ccccc2n(CC(=O)Nc2cccc(Cl)c2)c1=O)NCc1ccc2c(c1)OCO2,-0.9%
COc1cccc(Nc2cc(C)nc3nc(-c4ccc(Cl)cc4)nn23)c1,-3.3%
O=C(Oc1ccccc1F)c1nc(SCc2ccc(F)cc2)ncc1Cl,-3.0%
Cc1ccc(-c2nnc(SCC(=O)N3CCCc4ccccc43)o2)cc1,0.6%
CCOc1ccc(N2CC(c3nc4ccccc4n3CCC3CCCCC3)CC2=O)cc1 (stereo not given),0.0%
Cc1cccc(C)c1NS(=O)(=O)c1ccc2c(c1)[C@H]1C=CC[C@H]1[C@@H](c1ccc(Cl)cc1)N2,0.2%
CCOc1ccccc1NC(=O)CSc1nc(-c2cccs2)cc(C(F)(F)F)n1,0.0%
c1csc(-c2nc3ccccn3c2Nc2ccc3c(c2)OCCO3)c1,0.7%
CCC(=O)N1c2ccc(S(=O)(=O)CCC(=O)NCc3ccccc3OC)cc2CC1C (stereo not given),-1.8%
COc1ccc(NC(=O)CSc2ncc3c(n2)-c2cc(Cl)ccc2N(Cc2ccccc2F)S3(=O)=O)cc1,?
O=C(NCCc1ccccc1)c1nn(-c2ccc(F)cc2)nc1CO,?
Cc1ccc(NC(=O)N2CC3CCCN3c3ccccc32)c(C)c1 (stereo not given),?
COc1ccc(-c2noc(-c3ccc(N4CCCCC4)c([N+](=O)[O-])c3)n2)cc1,-0.6%
COC(=O)Cn1c(SCCOc2ccccc2Cl)nc2ccccc21,-1.8%
COc1ccc(NC(=O)CSc2oc(-c3cccs3)nc2S(=O)(=O)c2ccc(Br)cc2)c(OC)c1,0.4%
Cc1cc(=O)n2nc(N(C)CC(=O)NCc3cccc(Br)c3)sc2n1,1.0%
COC(=O)c1cc2oc(C)cc2n1CC(=O)Nc1ccc(C)cc1C,1.4%
CCOC(=O)C1CCN(C(=O)c2nn(-c3ccc(OC)cc3)c(=O)c3c2c2ccccc2n3C)CC1,-3.1%
COc1ccc(NC(c2nnc(-c3ccccc3)o2)c2ccccc2F)cc1Cl (stereo not given),9.6%
CC(C)Oc1ccc(CNC(=O)c2ccc(Cn3c(=O)c4cccn4c4cccnc43)cc2)cc1,3.8%

# Further compounds.
SMILES,Epigenetic derep
COc1ccc2c(C)cc(SCC(=O)Nc3nsc(-c4ccccc4C)n3)nc2c1,0.0%
CCc1ccccc1NS(=O)(=O)c1ccc2nc(-c3ccccc3)[nH]c2c1,1.6%
COc1cc(NC(=O)Cn2c(=O)n(CC3CCCO3)c(=O)c3cc(OC)c(OC)cc32)cc(OC)c1 (stereo not given),1.1%
CCc1ccccc1Nc1nn2c(=O)c3ccc(C(=O)NCc4ccccc4OC)cc3nc2s1,2.6%
CC1=C(c2ccc(Cl)cc2)S(=O)(=O)N=C1N1CCN(c2cc(C)ccc2C)CC1,0.5%
COc1ccc(NC(=O)CCCn2c(=O)c3cccn3c3cccnc32)cc1Cl,1.8%
CC(=O)N1CCc2cc(S(=O)(=O)NC(Cc3ccccc3)C(=O)NCc3ccc(C)cc3)ccc21 (stereo not given),0.5%
CC(C)CCn1c(=O)c2sccc2n2c(CCCC(=O)Nc3ccc(C(C)C)cc3)nnc12,-0.1%
CCOc1ccccc1C(=O)Oc1c(Sc2ccccc2)c(C)nn1C(C)(C)C,-0.9%

# Gathered by group, those above containing a furan ring, fused or not
SMILES,Epigenetic derep
CCCOc1ccc(C(=O)Nc2c(C(=O)c3ccc(C)cc3)oc3ccccc23)cc1,0.1%
CCOc1ccccc1NC(=O)Cn1c(=O)n(-c2ccc(C)c(C)c2)c(=O)c2oc3ccccc3c21,?
CCCOc1ccc(CNC(=O)C(C)n2nc(C)n3c(cc4occc43)c2=O)cc1 (stereo not given),0.8%
Cc1oc2c(cc(NS(=O)(=O)c3ccc(Br)cc3)c3ccccc32)c1C(=O)OCc1ccccc1,9.5%
COc1cc2c(cc1NC(=O)COc1ccc(Cl)cc1)oc1ccccc12,2.0%
O=C(Nc1c(C(=O)c2ccccc2)oc2ccccc12)c1ccc(F)cc1,-1.0%
Cc1c(C)n(Cc2ccc(F)cc2)c2ccc(C(=O)NCc3ccco3)cc12,2.1%
CCOC(=O)c1cc2c(=O)n3ccccc3nc2n(Cc2ccco2)c1=NC(=O)c1ccc(C(C)(C)C)cc1,13%
O=C(Nc1ccccc1F)c1ccc(Cn2nc(N3CCN(c4ccccc4)CC3)ccc2=O)o1,0.7%
CCc1cccc(C)c1NC(=O)c1cc2ccccc2o1,-0.8%
Cc1ccccc1Nc1c(-c2ccc(Br)o2)nc2ccc(Cl)cn12,2.4%
COC(=O)c1cc2oc(C)cc2n1CC(=O)Nc1ccc(C)cc1C,1.4%

# Not all compounds are listed; rates above refer to the full screens.
